DT40 TDP1 no CPT = qHTS for Inhibitors of human tyrosyl-DNA phosphodiesterase 1 (TDP1): qHTS in cells in absence of CPT; DT40 Tdp1-/- hTDP1 cells, no CPT, ATP luminescence, 48 h; Potency, µM (top dose mostly 46.2 µM), for the others: top-dose activity change, negative = growth inhibition, actives largely listed as inhibitors; 420,000 tested, 15% active; further: nearly all actives have a fitted effect of over 55% in size
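Chicken DT40 Tdp1-/- cells complemented with human TDP1, screened without camptothecin (DMSO vehicle only), 400 cells/well. Compounds pin-transferred, cells incubated at 37 °C for at least 48 hr. Growth read as ATP-dependent luminescence (CellTiter-Glo, 30 min at RT).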
KAT2A inh = GCN5L2 (KAT2A) acetyltransferase inhibition; GCN5L2 HAT assay, ThioGlo1 CoA-SH fluorescence; Potency, µM (series often up to 58.9 µM), for inactives: at the highest dose activity change, negative = inhibition, usual class: inhibitors; 390,000 tested, 0.21% active
Target sequence (Q92830 whole entry, looked up): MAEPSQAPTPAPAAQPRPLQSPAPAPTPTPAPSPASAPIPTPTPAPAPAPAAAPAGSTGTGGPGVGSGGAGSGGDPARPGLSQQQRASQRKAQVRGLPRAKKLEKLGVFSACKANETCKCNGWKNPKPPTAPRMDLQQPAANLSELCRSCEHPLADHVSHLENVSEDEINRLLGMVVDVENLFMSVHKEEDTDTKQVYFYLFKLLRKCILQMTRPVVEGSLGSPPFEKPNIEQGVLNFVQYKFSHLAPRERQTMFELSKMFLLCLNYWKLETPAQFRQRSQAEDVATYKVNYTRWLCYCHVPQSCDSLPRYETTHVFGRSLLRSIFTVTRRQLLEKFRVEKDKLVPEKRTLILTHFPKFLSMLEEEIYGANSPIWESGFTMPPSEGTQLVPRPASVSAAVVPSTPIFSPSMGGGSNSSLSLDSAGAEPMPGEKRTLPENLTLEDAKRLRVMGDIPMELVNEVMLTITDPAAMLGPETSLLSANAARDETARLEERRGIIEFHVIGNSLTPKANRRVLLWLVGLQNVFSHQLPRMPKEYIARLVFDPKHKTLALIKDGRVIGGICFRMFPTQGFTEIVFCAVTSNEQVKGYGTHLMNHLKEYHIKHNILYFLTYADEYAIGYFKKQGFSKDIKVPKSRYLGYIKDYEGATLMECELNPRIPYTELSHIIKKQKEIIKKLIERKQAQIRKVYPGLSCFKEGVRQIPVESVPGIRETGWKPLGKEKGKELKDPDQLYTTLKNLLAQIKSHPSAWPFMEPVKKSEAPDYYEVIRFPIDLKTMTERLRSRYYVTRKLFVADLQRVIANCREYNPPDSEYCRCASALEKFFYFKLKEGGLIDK
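Fluorescence readout, Ex340nm/Em540nm: ThioGlo1 (50uM final) reacts with free CoA thiol released as 20nM GCN5L2 acetylates H3(1-25) peptide (75uM) using acetyl-CoA (70uM). Compound and enzyme sat 15 min beforehand; 20 min room-temperature reaction.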
DT40 TDP1 CPT = growth inhibition of DT40 Tdp1-/-;hTDP1 cells with camptothecin (screen for TDP1 inhibitors); chicken DT40 Tdp1-/-;hTDP1 cells + 20 nM CPT, ATP luminescence, 48 h; Potency, µM (titrated, usually from 46.2 µM), inactives show at the top dose activity change, negative = growth inhibition, actives largely listed as inhibitors; 420,000 tested, 12% active; AID 686979; further: nearly all actives have a fitted effect of over 55% in size
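Chicken DT40 Tdp1-/- cells stably complemented with human TDP1 were seeded at 400 cells/well in medium containing 20 nM camptothecin, exposed to pin-transferred compounds, and grown at 37 °C for at least 48 hr. Viability was read as ATP luminescence.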
Starred values were filed as active, the others as inactive; ? = inconclusive; / = no result given; & = joins results of further samples; [ ] = another dose, or the depositor's remark. The call rests on the fitted dose curve; in most records, active means well fitted curve in the direction sought with a large enough effect; inconclusive means small, poorly fitted or top-dose-only effect, or another doubt; inactive means no such curve, though single readings can be large; an effect the other way counts as inactive or inconclusive. On the % scale 0 is the no-effect control and ±100 the full control effect; potency means the concentration at half of the fitted maximal effect.

Screens in order – DT40 TDP1 no CPT, KAT2A inh, DT40 TDP1 CPT
- CCOc1ccccc1C=NN1CCCCCC1
    ?, /, -29%
- COCCSc1ccccc1C(=O)NCc1ccc2c(c1)OCO2
    -22%, 32%[activator], -13%
- COc1ccc(N(CC(=O)NC2CCCC2)S(=O)(=O)c2c(C)[nH]c(=O)[nH]c2=O)cc1
    2%, -1%, -13%
- O=C(CC1C(=O)NCCN1C(=O)Nc1ccccc1)Nc1cc(Cl)cc(Cl)c1 (centres undefined)
    -1%, -8%, -3%
- COc1cccc(N=NC2C(=O)N(C(N)=S)N=C2C)c1 (centres undefined)
    -27%, /, 9%
- CCc1sc(C(=O)NCCCn2ccnc2)cc1Br
    10%, -6%, -2%
- CC(C)OC(=O)c1c(NC(=O)COc2cccc(Br)c2)sc2c1CCCC2
    -28%, -5%, -23%
- CC(C)C(C=Cc1ccccc1)=NNS(=O)(=O)c1ccccc1
    -14%, /, 8.2µM*
- CCOc1ccccc1OCC(=O)NC1CCSc2ccccc21 (centres undefined)
    ?, /, ?
- COc1ccccc1NC(=O)COC(=O)c1c(C)nn(-c2ccccc2)c1C
    18µM*, -3%, 18µM*

Reformatted with each value named: part of the list above
> COCCSc1ccccc1C(=O)NCc1ccc2c(c1)OCO2
  DT40 TDP1 no CPT: -22%
  KAT2A inh: 32%[activator]
  DT40 TDP1 CPT: -13%

> COc1cccc(N=NC2C(=O)N(C(N)=S)N=C2C)c1 (centres undefined)
  DT40 TDP1 no CPT: -27%
  KAT2A inh: /
  DT40 TDP1 CPT: 9%

> CCOc1ccccc1OCC(=O)NC1CCSc2ccccc21 (centres undefined)
  DT40 TDP1 no CPT: ?
  KAT2A inh: /
  DT40 TDP1 CPT: ?

> CCc1sc(C(=O)NCCCn2ccnc2)cc1Br
  DT40 TDP1 no CPT: 10%
  KAT2A inh: -6%
  DT40 TDP1 CPT: -2%

The results go on:
Screens in order – DT40 TDP1 no CPT, KAT2A inh, DT40 TDP1 CPT
- O=C(c1ccc(COc2ccc(Br)cc2)o1)N1N=C(C(F)F)CC1(O)C(F)F (centres undefined)
    ?, -10%, ?
- CC1=C(C)/C(=N\OC(=O)/C=C/c2ccccc2)C=CC1=O
    13µM*, 3%, 13µM*
- Cc1ccccc1Cn1c(=O)n(Cc2ccc3c(c2)OCO3)c(=O)c2oc3ccccc3c21
    -1%, -4%, 3%
- Cc1sc(NC(=O)CSc2nnc(COc3ccccc3)n2C)c(C#N)c1C
    -22%, 1%, -8%
- COc1ccc(CCCc2nnc(SCC(=O)Nc3cccc(C)c3)o2)cc1C
    ?, -9%, -25%
- Cc1ccc(-n2c(=O)c3c(cnn3C)n(CC(=O)Nc3ccc(C)cc3C)c2=O)cc1
    -14%, -3%, -24%
- COC(=O)c1ccc(NC(=O)c2ccccc2N(C)S(=O)(=O)c2ccccc2)cc1
    21µM*, 1%, ?
- O=C(NCC1CCCO1)C(c1cccnc1)N(C(=O)Cc1cccs1)c1cccnc1 (centres undefined)
    -9%, -2%, -5%
- O=C(Nc1ccc(N2C(=O)CCC2=O)cc1Cl)c1cccs1
    1%, ?, 8%
- COc1ccc2oc(-c3ccncc3)cc(=O)c2c1
    ?, /, ?
- CCc1ccc(S(=O)(=O)c2nnn3c2nc(Nc2ccc(F)cc2)c2cc(Cl)ccc23)cc1
    5.2µM*, -6%, 3.7µM*
- COc1cc(-c2nc3cnccn3c2Nc2ccccc2)ccc1O
    18µM*, -4%, 23µM*
- COc1ccccc1S(=O)(=O)N(C)C[C@@H]1OCc2cnnn2CCCC(=O)N([C@H](C)CO)C[C@H]1C
    -22%, /, -3%
- CC1CC1C(=O)N(CCC1=CCCCC1)c1c(N)n(Cc2ccccc2)c(=O)[nH]c1=O (centres undefined)
    -17%, -5%, -6%
- CCOC(=O)c1cnc2ccccc2c1NCCc1ccc(OC)c(OC)c1
    10µM*, -2%&-18%, 16µM*
- NC(=O)c1ccc(N2CCCCC2)c(N2C(=O)CCC2=O)c1
    -27%, -6%, -22%
- O=C(NCc1ccccc1F)C(=O)NCC(c1cccs1)S(=O)(=O)c1cccs1 (centres undefined)
    ?, -2%, -27%
- CC(C)(C)OC(=O)NCCCCCc1cn([C@@H](CO)C(=O)NCCCCCCCCCCC(=O)N2CCN(C(=O)OC(C)(C)C)CC2)nn1
    2.3µM*, -7%, 2.6µM*
- COc1ccc2oc(C(F)(F)C(F)F)cc(=O)c2c1
    0%, -8%, -5%
- Cc1cc(NC(=O)COC(=O)C2CCN(S(=O)(=O)c3cccc(Cl)c3Cl)CC2)no1
    -1%, -8%, -13%
- Cc1ccc(NC(=O)C2(NC(=O)c3ccccn3)CCCCC2)cc1Br
    ?, 0%, 21µM*
- C[N+](C)(C)CCNC(=O)c1c[nH]c2ccccc12
    -19%, /, 2%
- COc1ccc(N=C2NC(=O)/C(=C/c3ccco3)S2)cc1
    ?, -1%, ?
- CCOc1ccc(NCC(=O)Nc2ccc(C)cc2C)cc1
    -16%, 0%, -9%
- Cc1ccc(CC(=O)N2CCN(c3cccc(C(F)(F)F)c3)CC2)cc1
    18µM*, -4%, 23µM*
- CCOC(=O)Cc1csc(N/C(=N/S(=O)(=O)c2ccc(F)cc2F)c2ccccc2)n1
    -13%, 0%, -10%
- CCN(CC(=O)NC(C)C)C(=O)CCNC(=O)c1ccc(Cl)cc1
    -22%, -14%, 1%
- COc1cc(CCC(=O)Nc2cc(S(=O)(=O)N3CCOCC3)ccc2OC(C)C)cc(OC)c1OC
    -26%, /, -7%
- CC1CCN(C(=O)CSc2nnc3ccc(-c4cccnc4)nn23)CC1
    -25%, -7%, 1%
- O=C(Nc1ccccc1O)c1ccc(Cl)cc1
    23µM*, -12%, 16µM*

(more compounds)
SMILES	DT40 TDP1 no CPT	KAT2A inh	DT40 TDP1 CPT
Cc1nc2sc(C(c3cccs3)N3CCN(c4cccc(Cl)c4)CC3)c(O)n2n1 (centres undefined)	?	-12%	?
FCCCOc1ccc(-c2nccc(-c3ccc(Cl)cc3)n2)cc1	-8%	5%	12%
CCOC(=O)CSc1nc(C)cc(C)c1C#N	-20%	2%	5%
Cc1nn(CC(=O)N2CCN(C34CC5CC(CC(C5)C3)C4)CC2)c(C)c1[N+](=O)[O-]	-12%	2%	4%
Cc1ccc(NC(=O)C(=O)NCCCN2CCOCC2)cc1C	5%	0%	3%
Cc1nnc(NC(=O)C2CCCC2)s1	14%	0%	2%
CCn1c(SCCOc2ccccc2F)nc2ccccc21	?	-3%	?
O=C(NNC(=O)C1CC1)c1cc(Cl)nc2ccccc12	2%	0%	-1%
N#Cc1cccc(NC(=O)c2cc(C3CCCCN3S(=O)(=O)c3ccccc3)on2)c1 (centres undefined)	16µM*	/	?
CCOC(=O)Cc1csc(NC(=O)Nc2ccccc2)n1	?	-2%	?
Cc1ccc(-c2csc(N3CCN(c4cc5c(cc4Cl)nc(-c4ccncc4)n5CCOCCO)CC3)n2)cc1	29µM*	-10%	16µM*
COc1ccc(S(=O)(=O)N(CCCN2CCCC2=O)Cc2cc3c(C)ccc(C)c3[nH]c2=O)cc1	?	-14%	-29%
CN(C)c1nc(N)nc(CSc2nnnn2-c2ccc(Cl)cc2)n1	?	/	?
O=[N+]([O-])c1ccc(Cc2ccncc2)cc1	-4%	-2%	2%
O=C(c1ccc(Cl)cc1Cl)N1CCC(C(=O)N2CCOCC2)CC1	2%	0%	10%
Cc1ccc(NC(=O)Nc2ccc3c(c2)nc(C)n3C)cc1	1%	-9%	-6%
Cc1ccc(S(=O)(=O)N(CC(=O)NCc2ccco2)Cc2ccccc2F)cc1	-102%	-6%	-95%
CCc1ccc(S(=O)(=O)NCc2nc3cccnc3n2Cc2cccc(OC)c2)cc1	?	-18%	?
COc1ccc(N(C(=O)c2snc(C(N)=O)c2N)C(C(=O)NC2CCCC2)c2ccc(C)o2)c(OC)c1 (centres undefined)	?	-8%	?
S=C(Nc1ccccc1Oc1ccccc1)Nc1cccc(Cl)c1Cl	?	-18%	-19%

The final 2 records of the section above come first, to join the parts.
SMILES	DT40 TDP1 no CPT	KAT2A inh	DT40 TDP1 CPT
COc1ccc(N(C(=O)c2snc(C(N)=O)c2N)C(C(=O)NC2CCCC2)c2ccc(C)o2)c(OC)c1 (centres undefined)	?	-8%	?
S=C(Nc1ccccc1Oc1ccccc1)Nc1cccc(Cl)c1Cl	?	-18%	-19%
CC(=O)Oc1cc2c(c3ccccc13)CCC2=O	?	/	30%[activator]
NS(=O)(=O)c1ccc(CCNC(=O)NC2(C(F)(F)F)Oc3ccccc3O2)cc1	?	-2%	?
CCC(=O)N1CCCC(C(=O)c2ccc(-c3ccccc3)cc2)C1 (centres undefined)	?	-8%	?
O=C(/C=C/c1ccccc1)NC(=S)Nc1ccc(N2CCOCC2)cc1	-30%	-6%	?
Clc1ccccc1Cn1c(-c2cccs2)nc2ccccc21	?	-7%	?
O=C(CCNC(=O)c1ccccc1Cl)Nc1ccc(S(=O)(=O)Nc2ncccn2)cc1	13%	0%	0%
Cc1cc(=O)c(C(=O)O)nn1-c1ccccc1F	-3%	0%	3%
CCN1C(=O)/C(=C2/SC(C)=C(C)N2CC)SC1=S	-9%	2%	3%
O/N=C(/C[n+]1cccc(Br)c1)c1ccc2ccccc2c1	13µM*	/	?
O=C(NCc1cccnc1)c1cc(-c2ccc(Cl)cc2)oc1C(F)(F)F	?	-2%	?
Cc1ccc(C(=O)OCC(=O)NCc2ccco2)cc1S(=O)(=O)N1CCOCC1	6%	-9%	-3%
CCN(CC)S(=O)(=O)c1ccc(NC(=O)C(OC)c2ccccc2)cc1 (centres undefined)	-20%	/	-9%
COC(=O)c1sccc1NC(=S)N1CCC(C(N)=O)CC1	3%	0%	14%
CCCC(=O)NC(c1ccc(C)cc1)c1ccc2cccnc2c1O (centres undefined)	1.2µM*	-4%	2.3µM*
CN(C(=O)Nc1ccc(S(=O)(=O)N(C)C)cc1)C1CCCCC1	-19%	13%	-23%
Cc1cccc(NC(=O)c2ccccc2NC(=O)C(C)(C)C)n1	-13%	-5%	-4%
O=C(Cc1ccccc1)Nc1ccccc1N1CCOCC1	-26%	6%	12%
Cc1ccc(-c2nn(-c3ccccc3)cc2CN(Cc2ccccc2)C(=O)CCC(=O)O)o1	-6%	-2%	-24%
O=C(O)COc1c(Cl)cc(/C=C2\NC(=O)NC2=O)cc1Br	9%	2%	-1%
C/C(=N\NC(=S)NC(C)C)c1ccccc1OC(F)F	3.3µM*	2%	2.9µM*
Cn1nc(C(=O)Nc2ccc(S(=O)(=O)N3CCOCC3)cc2)c2ccccc2c1=O	?	-4%	?
O=C(NNC(=S)Nc1ccc(F)cc1F)c1ccco1	11%	-9%	11%
Cc1ccccc1-c1nc(C#N)c(NCc2ccco2)o1	-18%	-23%	26%
COc1ccc(C2=NOC(Cn3nc(-c4ccccc4)cc3C(=O)NCc3cccs3)C2)cc1 (centres undefined)	9.2µM*	-8%	?
NC(=NCCc1c[nH]c2ccccc12)NS(=O)(=O)c1ccc2ccccc2c1	5.2µM*	-14%	4.6µM*
O=[N+]([O-])c1ccccc1-c1cc(-c2cc(Cl)ccc2O)n[nH]1	?	-3%	?
O=C1Nc2cc(Br)ccc2C1(O)c1ccccc1O (centres undefined)	-10%	2%	10%
Cc1cccc(NC(=O)C(=O)NCC(c2cccnc2)N2CCOCC2)c1 (centres undefined)	-28%	-1%	-20%
CCC(=O)Nc1ccc(CC)cc1-c1nc2ccccc2n(CC(=O)Nc2cccc(OC)c2)c1=O	-25%	-2%	?
COc1ccc(CCNC(=O)C(=O)Nc2ccc(C)c(C)c2)cc1	-6%	0%	-1%
COc1ccc(C)cc1NC(=O)CN1C(=O)CCc2cc(S(=O)(=O)N3CCOCC3)ccc21	-4%	19%	3%
CCn1cnc2scc(-c3ccc(OC)cc3)c2c1=O	7%	1%	-24%
CN(C(=O)c1cccc(NC(=O)Cc2cccc(NC(=O)C3CCN(C(=O)C4CC4)CC3)c2)c1)C1CC1	-13%	/	-11%
NS(=O)(=O)c1ccc(NC(=O)Nc2cccc3ccccc23)cc1	19%	-9%	5%
OC(c1ccccc1)(c1nc(/C=C/c2ccccc2)cs1)C(F)(F)F (centres undefined)	-84%	/	?

Bioassay records from PubChem.

Not all compounds are listed, so the mix of outcomes need not match the whole.
